GalR3 antag: antagonists of human GalR3 | inhibition, % at 3 µM | HEK293 GalR3-CNG cAMP membrane potential fluorescence; galR3 body fused to GalR1 C-terminus | 0.44% of 360,000 active | O60755 | AID 651719;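 active = inhibition above the screen-wide average plus 3 SD, cut at about 13% in these data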;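 also: forskolin and galanin both at EC90 stimulate the cells; cAMP rise reported by CNG channel membrane potential dye signal; 0% = forskolin plus galanin with DMSO and 100% = forskolin alone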
Target sequence (O60755 1-299 limits assumed): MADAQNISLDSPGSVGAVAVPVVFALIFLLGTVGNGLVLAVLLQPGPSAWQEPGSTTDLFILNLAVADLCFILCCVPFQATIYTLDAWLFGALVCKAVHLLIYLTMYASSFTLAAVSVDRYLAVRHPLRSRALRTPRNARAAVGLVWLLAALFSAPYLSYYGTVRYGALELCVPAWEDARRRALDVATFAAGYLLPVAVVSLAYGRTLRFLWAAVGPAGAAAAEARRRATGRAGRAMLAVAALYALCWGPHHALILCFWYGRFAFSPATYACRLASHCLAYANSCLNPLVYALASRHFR
UBC9 SUMO inh: SUMOylation inhibition | 0.36% of 290,000 active | HTRF SUMOylation assay, SAE1/SAE2 + UBC9, in vitro | inhibition, % at 35 µM | P63279; in the data active = inhibition above about 50%, passing the limit was not always enough; also: strong numbers were not always called active
Target sequence (P63279 whole entry, looked up): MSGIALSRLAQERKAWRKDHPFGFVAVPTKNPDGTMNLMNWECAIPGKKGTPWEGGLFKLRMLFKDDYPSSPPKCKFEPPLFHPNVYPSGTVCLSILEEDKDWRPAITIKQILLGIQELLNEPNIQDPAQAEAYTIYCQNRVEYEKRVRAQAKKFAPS
CRFBP-R2 block: CRF-BP/CRF-R2 complex antagonism. inhibition, % at 11.8 µM. HEK293 CRF-R2/CRF-BP, CRF-induced calcium fluorescence. AID 588475. 0.59% of 350,000 active;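 active = inhibition of the ligand-induced calcium signal above about 50% at the single tested concentration, limit read from the data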
MEKK2wt PB1 HTS: raises or lowers MEK5 binding to wildtype human MEKK2 PB1 domain; Q9Y2U5; bead flow cytometry, Alexa488-MEK5 binding to MEKK2 WT; actives lie on both sides; binding response (% of control), % at 10 µM; 1.1% of 290,000 active; AID 1531; in the data active = binding response below about 67% or above about 130%
NS3 helicase inh: inhibitors of Hepatitis C virus NS3 helicase | NS3 helicase DNA unwinding, Cy5 molecular beacon fluorescence | inhibition, % at 10.9 µM | 0.56% of 290,000 active;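 active = inhibition above the mean of all tested compounds plus 3 SD, set per campaign, cut at about 35% in these data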;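 also: 0% = DMSO wells and 100% = thioflavine S control wells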
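Assay system – hepatitis C virus NS3 helicase domain fragment enzyme · Buffer or medium – MOPS pH 6.5, MgCl2, DTT, Tween20, BSA · Reagent – Cy5/quencher beacon DNA duplex and ATP to start · Compound – single 10.9 µM dose · Timing – 1 h at 25 °C · Technique – Cy5 beacon fluorescence read at start and 1 h · Measure – % inhibition of unwinding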
CRFBP-R2 agonist: agonists of human CRF-binding protein/CRF-R2 receptor complex. HEK293 CRF-R2/CRF-BP, calcium dye fluorescence (FLIPR); percent of saturating CRF peptide response. AID 588473. activation, % at 13.2 µM. 0.46% of 350,000 active;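 active = activation of at least 50%, plus an integration ratio under a set limit after plate pattern correction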;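 also: plate controls were neutral control wells without compound for no effect and CRF at EC100 for full effect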
DNA FID counter: displaces DNA intercalator in HCV helicase counter-screen. DNA fluorescent intercalator displacement, fluorescence. inhibition, % at 7.9 µM. 0.17% of 290,000 active. AID 1845; in the data active = inhibition above about 37%;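 also: 0% = vehicle and 100% = reference compound; higher means more ethidium bromide displaced from hairpin DNA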
MEKK3 PB1 HTS: modulators (inhibitors or enhancers) of MEK5 binding to human MEKK3 PB1 domain. binding response (% of control), % at 10 µM. bead-based flow cytometry, Alexa488-MEK5 binding to MEKK3; actives lie on both sides; 0 = blocked by unlabeled MEK5, 100 = vehicle. Q99759. 1.4% of 290,000 active;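 active = binding response more than 3 SD above or below the average of its plate-row segment, actives on both sides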;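 also: Alexa488 bead fluorescence after subtracting the streptavidin-only scavenger bead signal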
MEKK2 mut-MEK5: signal of MEK5 binding to mutant human MEKK2 PB1 domain | bead flow cytometry, Alexa488-MEK5 binding to MEKK2 mutant | percent response, % at 10 µM | 0.35% of 290,000 active; in the data active = percent response above about 24%, passing the limit was not always enough; also: inactives centre near 1; some results filed as inactive read as strong as hits; reference of the scale not given here
An asterisk follows results filed as active; x = not tested or not shown. These rows are one share of the data; count on the stated rates, not on these rows.

Below each compound: GalR3 antag, UBC9 SUMO inh, CRFBP-R2 block, MEKK2wt PB1 HTS, NS3 helicase inh, CRFBP-R2 agonist, DNA FID counter, MEKK3 PB1 HTS, MEKK2 mut-MEK5
1	O=C(COC(=O)C1CCN(S(=O)(=O)c2ccc3c(c2)OCCO3)CC1)Nc1cccc2ccccc12
  -2, -7, 4, 98, -13, -1.1, -18, 100, 2
2	O=C(Nc1ccc2nc3n(c(=O)c2c1)CCCC3)c1cccc(F)c1
  -8, -2, -1, 101, -6, 0.1, -9, 100, -2
3	O[C@@H]1CN(Cc2ccccc2Cl)CC[C@H]1N1CCOCC1
  -7, 18, 0, 112, 4, 1.3, 1, 109, 16
4	Cc1nc(N2CCc3ccccc3C2)[nH]c(=O)c1CCC(C)C
  x, 2, -4, 110, -3, 1.6, -2, 106, 8
5	COC(=O)c1ccc(/C=N/NC(=S)NCCN2CCOCC2)cc1
  -4, 18, -4, 97, -3, 0.3, -8, 97, -3
6	COc1ccccc1NC(=O)CCC(=O)Nc1nnc(C(F)(F)F)s1
  -5, 2, -8, 91, -2, 0.6, -1, 90, -6
7	CCN1CCN(c2ncc(C(=O)Nc3cc(Cl)ccc3OC)c3ccccc23)CC1
  -4, 17, -9, x, -62, -1.2, 10, x, x
8	O=S(=O)([N-]c1nc2ccccc2nc1-n1cc[n+](Cc2ccccc2)c1)c1ccc(Cl)cc1
  1, 10, -8, 91, 37*, -0.6, -9, 97, 1
9	COc1ccc(CN(C)CC(O)COc2ccc(-c3ccccc3)cc2)cc1OC (stereo unspecified)
  4, 1, -7, 136*, -65, 1.0, 10, 105, 10
10	N#Cc1c(-c2ccccc2)cc(-c2ccccc2)nc1Br
  -4, 17, 6, 103, -7, 18, 2, 102, -2
11	O=C(C1CCCO1)N(c1ccc(F)cc1)C1C=CS(=O)(=O)C1 (stereo unspecified)
  2, 11, 13, 104, 11, -0.3, 2, 106, -1
12	O=C(COC(=O)CCCCCN=C1NS(=O)(=O)c2ccccc21)Nc1ccc(Cl)c(Cl)c1
  -2, -19, -13, 99, -2, 0.7, -9, 103, 2
13	CC1=C(C(=O)N(C)CCC#N)C2(CCCCC2)OC1=O
  2, 8, 8, 116, 2, -0.2, -2, 116, 7
14	CCC(=O)N=c1sc2cc(F)cc(F)c2n1C
  x, x, -3, 115, 3, -4.1, 1, 112, 6
15	Cc1cc(C(=O)Oc2ccccc2C(=O)O)c(C)o1
  -5, 16, -23, 101, 2, 1.7, 4, 102, 1
16	O=C(c1cncc(Br)c1)N1CCN(c2ccc([N+](=O)[O-])cc2)CC1
  -4, 0, 15, 105, 7, 0.1, 1, 108, 0
17	Cc1ccc(CCNC(=O)CC2Oc3ccc(C)cc3NC2=O)cc1 (stereo unspecified)
  -2, 15, -8, 102, 8, -3.9, -4, 100, 0
18	CN(CCOC(=O)c1cccc(Br)c1)C(C)(C)C
  -1, -14, 8, x, 2, 7.3, 11, x, x
19	Nc1ccccc1N=Nc1ccccc1N
  -2, -3, -3, 88, 10, -0.1, -2, 98, -4
20	COC(=O)Cc1[nH]nc2c1C(c1ccc(O)c(OC)c1)C(C#N)=C(N)O2 (stereo unspecified)
  -1, 7, 8, 101, 2, -3.2, -5, 97, -10
21	N#Cc1cn(-c2ccccc2)nc1C(=O)c1ccccc1
  -5, 16, -39, 99, 14, 1.6, -8, 99, 2
22	Cc1cc(CNCc2c(C(=O)N3CCCCCCC3)nc3ccc(Cl)cn23)nn1C
  -1, 7, 3, 94, -6, -2.9, 0, 101, -10
23	Cc1csc(SC(C)C(=O)NCC2CCCCC2)n1 (stereo unspecified)
  -6, -8, 3, x, -8, 2.1, -9, x, x
24	CC(C)=CC(=O)N1CCCC(N2CCN(c3ccccc3C)CC2)C1 (stereo unspecified)
  -10, -8, 4, 106, 0, -1.4, -17, 104, 5
25	CCC1=C/C(=C/N(C)c2ccccc2)C(=O)S1
  -1, 6, -24, 100, 13, 6.8, -3, 105, -1
26	CCOc1ccccc1N(CC)C(=O)c1nn(C)c2c1CSc1ccccc1-2
  -2, -4, 5, 99, -9, 0.8, -49, 97, -1
27	COc1ccc(C(C)=O)cc1CSc1nncn1-c1ccccc1
  -3, 8, 6, 118, 9, 1.2, -15, 100, 9
28	O=C(CNC(=O)OCc1ccccc1)Oc1ccc2ccc(=O)oc2c1
  -10, 44, -1, 101, -5, 0.0, -12, 102, 9
29	COc1ccc(OC)c(NC(=O)CN2C(=O)COc3ccc(C)cc32)c1
  -3, 12, 11, 100, -9, -1.3, -19, 99, 2
30	O=C(Oc1cccc(C(=S)N2CCOCC2)c1)c1ccccc1
  -4, 4, -3, 101, -4, 0.6, -26, 100, 2

Below each compound: GalR3 antag, UBC9 SUMO inh, CRFBP-R2 block, MEKK2wt PB1 HTS, NS3 helicase inh, CRFBP-R2 agonist, DNA FID counter, MEKK3 PB1 HTS, MEKK2 mut-MEK5
31	COc1ccccc1C1CCCN1Cc1nc(-c2cc3c(cc2Cl)OCO3)oc1C (stereo unspecified)
  -6, 6, 5, 107, -32, 0.2, 17, 103, 5
32	Cc1cc(C(=O)OC2CCOC2=O)c2ccccc2n1 (stereo unspecified)
  -4, -1, 17, 104, 5, -0.5, -3, 103, 2
33	CC(=O)Nc1c(O)nc(SCC(=O)Nc2sc3c(c2C#N)CCCCCC3)[nH]c1=O
  -4, 13, -18, 87, 10, -2.0, -25, 78, -6
34	CN1CCN(c2cc(N3CCc4ccccc4C3)c(F)cc2[N+](=O)[O-])CC1
  -11, -20, -75, 100, -66, 11, 21, 94, 0
35	COc1ccc(/C=N/NC(=O)CC(=O)NCCc2ccccc2)cc1OC
  1, 27, 10, 91, 1, -2.2, -13, 93, -1
36	CCO[C@@H]1OC(C(=O)N2CCOCC2)=C[C@H](C(C)(C)C)[C@H]1CCCO
  -6, x, 14, 92, x, 0.7, x, 94, -5
37	CCCCSCCCNC(=O)CS(=O)Cc1nc(-c2cccc(C)c2)oc1C (stereo unspecified)
  -2, 23, 14, 87, -2, -0.4, -37, 93, -7
38	CN1CCN(C(c2ccc(C(F)(F)F)cc2)c2ccc3cccnc3c2O)CC1 (stereo unspecified)
  -6, -14, -45, 124, -20, -0.1, -3, 103, 13
39	O=C(NCCO)NC(=S)c1ccccc1
  -3, 12, 14, 101, 8, -0.2, 1, 101, -1
40	N#Cc1c(Nc2ccccc2C(F)(F)F)s[nH]c1=O
  -1, 18, -4, 103, 4, -1.9, 1, 101, 3
41	Cc1ccccc1NC(=O)Cn1nc(-c2ccccc2)nc1-c1ccccc1
  -3, -7, 7, 105, -10, 4.5, -1, 103, 3
42	CCC1CCCCN1CCCNC(=O)C(C)n1nc(C)c2sc3ccccc3c2c1=O (stereo unspecified)
  -14, -2, -4, 113, 0, 0.5, 24, 107, 7
43	OCCNCC1(O)C2CC3CC(C2)CC1C3 (stereo unspecified)
  0, -1, 14, 109, -8, 1.0, 2, 112, 2
44	Nn1cnn(Cc2ccccc2)c1=S
  -2, 7, 20, 98, 6, 0.3, 1, 91, -2
45	CC1=C(C(=O)OC2CCCCC2)C(c2ccc(F)cc2)NC(=O)N1 (stereo unspecified)
  5, 9, -1, 103, -16, -0.6, -29, 103, 5
46	COc1cccc(-c2nc(-c3ccncc3)no2)c1
  -11, 3, 1, 102, -6, -0.8, -16, 101, -1
47	CC(=O)Nc1ccc(C2NC(=S)N(c3ccccc3C(F)(F)F)C(C)=C2C(=O)N2CCOCC2)cc1 (stereo unspecified)
  8, 21, -7, 104, 4, 3.0, -8, 102, 12
48	CN(C)S(=O)(=O)N1CCCC(C(=O)c2ccc(-c3ccccc3)cc2)C1 (stereo unspecified)
  8, 12, -29, 94, -17, 3.7, -2, 89, -7
49	CSc1ccc(/C=C2\C(=N)N3N=C(CC(=O)N4CCCCC4)SC3=NC2=O)cc1
  2, 9, 7, 99, 10, -0.6, -32, 96, -3
50	COc1cc(C(=S)N2CCOCC2)ccc1OC(=O)c1cc([N+](=O)[O-])c(C)c([N+](=O)[O-])c1
  3, 14, -7, 93, 5, -1.2, -2, 101, -2
51	COc1ccc(Cl)cc1-c1nc(-c2ccc(NC(=O)c3ccncc3)cc2)no1
  -4, x, 6, x, -4, -1.0, -3, x, x
52	Cc1cc(SCC(=O)NN)c2cc(Br)ccc2n1
  -3, -72, 1, 91, -47, 8.7, 8, 93, -6
53	COCc1ccc(C(=O)NC(C)c2cnn(-c3ccccc3C)c2C)o1 (stereo unspecified)
  -2, 14, 17, 93, -4, -0.9, -10, 100, -7
54	CC1CCN(c2oc(-c3ccccc3F)nc2C#N)CC1
  0, -11, -7, 105, -5, 2.9, -12, 108, 2
55	CN(C(=O)CSc1ncc(C(F)(F)F)cc1Cl)c1c(N)n(Cc2ccccc2)c(=O)[nH]c1=O
  -1, 14, -30, 110, -3, 0.1, -13, 105, -1
56	O=C(CCc1ccccc1)Nc1cccc([N+](=O)[O-])c1
  -5, 30, -16, 101, -4, 0.2, 5, 104, 3
57	COc1ccccc1CNc1ccc(CNc2ncn[nH]2)cc1
  2, 13, 30, 101, 7, -2.3, -1, 98, 2
58	O=C(Cn1cccn1)N1CCCC(Nc2ccc(F)c(F)c2)C1 (stereo unspecified)
  -1, -4, -4, 101, -3, -0.1, -1, 96, 5
59	Nc1ccc(C(=O)Nc2ccc(NC(=O)c3ccco3)c(O)c2)cc1
  -9, 6, 15, 92, 12, -0.8, 1, 100, -1
60	O=C(CSc1nnc(NC(=O)C2CC2)s1)NCc1ccccc1
  -7, 5, -3, 95, 3, 0.3, -2, 101, -2
